ATXN2 expr inh: ATXN2 expression inhibition | HEK-293 ATXN2-luciferase reporter, luminescence, 24 h | Potency, µM (top dose mostly 57 µM), for the others: at the highest dose activity change, negative = inhibition, actives largely listed as inhibitors | 360,000 compounds, 0.72% hits; note: % is set by controls: 0 for no effect and ±100 for the full control effect; nearly all actives have a fitted effect of over 55% in size
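ATXN2-luciferase reporter cells (luciferase flanked by upstream and downstream ATXN2 gene portions) were treated 24 h at 37 °C with compounds at up to 57 uM. SteadyGlo luminescence gave expression; GF-AFC fluorescence gave viability.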
Nrf2 block: Nrf2 pathway inhibition; A549 ARE-Fluc reporter, luciferase luminescence, 18-24 h; Potency, µM (doses to about 46 µM), for inactives: at the top dose activity change, negative = inhibition, hits mostly inhibitors; 360,000 compounds, 2.1% hits; AID 504444; note: % is set by controls: 0 for no effect and ±100 for the full control effect; nearly all actives have a fitted effect of over 60% in size
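Concentration-response testing used A549 ARE_Fluc cells at 5000 cells/well. Following an 18-24 h compound incubation, viability was read by fluorescence (Ex 405/Em 525) and luciferase output by luminescence.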
ATXN viability: viability counter-screen for ATXN expression inhibitors; AID 651635; S2 cells (HEK-293 line with an ATXN2-luciferase reporter) viability, CellTiter-Fluor protease fluorescence, 24 h; Potency, µM (titrated, usually from 56.7 µM), actives largely listed as cytotoxic; 400,000 compounds, 0.49% hits; note: nearly all actives have a fitted effect of over 40% in size
EPAC2 antagonist: blocks human EPAC2 exchange factor; Q8WZA2; EPAC2 GEF exchange of Rap1B-BODIPY-GDP, fluorescence; Potency, µM (highest dose often 114 µM), for inactives: top-dose activity, negative = inhibition, most hits filed as inhibitors; 360,000 compounds, 0.18% hits; note: % is set by controls: 0 for no effect and ±100 for the full control effect; nearly all actives have a fitted effect of over 45% in size; many of its hits are not listed in these tables
Target sequence (Q8WZA2 whole entry, looked up): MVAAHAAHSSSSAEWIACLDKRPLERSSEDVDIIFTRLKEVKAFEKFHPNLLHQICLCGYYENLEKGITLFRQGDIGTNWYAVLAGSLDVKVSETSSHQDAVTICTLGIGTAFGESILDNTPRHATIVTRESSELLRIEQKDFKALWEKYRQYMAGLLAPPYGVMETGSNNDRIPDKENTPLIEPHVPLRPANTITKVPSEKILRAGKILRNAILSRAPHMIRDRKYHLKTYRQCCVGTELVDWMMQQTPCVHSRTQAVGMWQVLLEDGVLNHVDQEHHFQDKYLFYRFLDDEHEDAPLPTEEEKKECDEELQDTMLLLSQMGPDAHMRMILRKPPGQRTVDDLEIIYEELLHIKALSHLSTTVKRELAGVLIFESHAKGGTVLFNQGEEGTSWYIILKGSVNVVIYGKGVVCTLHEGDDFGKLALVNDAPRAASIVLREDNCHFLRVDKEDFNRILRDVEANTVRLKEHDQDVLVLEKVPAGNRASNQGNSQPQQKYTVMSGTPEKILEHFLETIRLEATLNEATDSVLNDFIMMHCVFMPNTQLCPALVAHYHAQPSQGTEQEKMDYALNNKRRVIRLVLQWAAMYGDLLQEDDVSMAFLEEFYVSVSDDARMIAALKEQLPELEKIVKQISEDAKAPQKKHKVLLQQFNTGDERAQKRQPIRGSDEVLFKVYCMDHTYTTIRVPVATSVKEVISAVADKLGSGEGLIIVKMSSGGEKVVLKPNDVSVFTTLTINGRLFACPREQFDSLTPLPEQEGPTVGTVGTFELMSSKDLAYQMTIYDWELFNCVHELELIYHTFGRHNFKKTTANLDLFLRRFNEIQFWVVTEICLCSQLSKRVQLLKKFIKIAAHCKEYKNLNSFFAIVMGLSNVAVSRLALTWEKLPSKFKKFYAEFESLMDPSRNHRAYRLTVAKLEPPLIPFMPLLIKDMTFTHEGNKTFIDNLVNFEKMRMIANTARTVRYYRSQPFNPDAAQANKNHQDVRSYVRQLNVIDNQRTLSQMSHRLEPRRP
HepG2 viability: kills HepG2 cells in TGF-b inhibitor counter-screen | 410,000 compounds, 0.76% hits | HepG2 CAGA-GFP viability, ATP luminescence, 18 h | Potency, µM (top dose mostly 46.1 µM), for the others: top-dose activity change, negative = cytotoxicity, usual class: cytotoxic | AID 588856; note: some results filed as inactive show a strong effect at the top dose
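HepG2 CAGA-GFP cells (1000/well, DMEM with 1% FBS) received compound, then TGF-beta at 500 pg/mL final, and were incubated 18 hours at 37 degrees C. Viability was read by CellTiter-Glo luminescence. Media-only wells were set as complete cell-killing and DMSO as no toxicity.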
A549 viability: counter-screen for Nrf2 inhibitors: cytotoxicity in A549 cells | A549 ARE-Fluc cells, CellTiter-Fluor viability, 18-24 h | Potency, µM (highest dose often 46 µM), inactives show at the top dose activity change, negative = cytotoxicity, hits mostly inhibitors | 390,000 compounds, 0.16% hits | AID 504648; note: % is set by controls: 0 for no effect and ±100 for the full control effect
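A549 ARE-Fluc cells in 5% FBS OPTI-MEM, 5000 cells/well, rested 2 h then exposed to compounds in concentration-response for 18-24 h at 37 °C. Viability by CellTiter-Fluor fluorescence (Ex 405/Em 525) after 30 min; luciferase luminescence (BugLite, 15 min, RT) read afterwards.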
MCF10A rerep: inducers of DNA re-replication in MCF 10A breast cells; Potency, µM (series often up to 46.1 µM), for the others: at the top dose activity, positive = re-replication, usual class: activators; MCF 10A DNA re-replication, Hoechst nuclear intensity, 48 h; 350,000 compounds, 2.9% hits; note: % of control where 0% means no effect; nearly all actives have a fitted effect of over 50% in size
TGFb SMAD3 inh: TGF-b pathway inhibition | AID 588855 | Potency, µM (series often up to 46.1 µM), without a hit: at the top dose activity, negative = inhibition, actives largely listed as inhibitors | 410,000 compounds, 1.2% hits | HepG2 CAGA-GFP TGF-b/SMAD3 reporter, GFP fluorescence, 18 h; TGF-beta stimulated, 500 pg/mL final; note: % is set by controls: 0 for no effect and ±100 for the full control effect; nearly all actives have a fitted effect of over 65% in size
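Inhibition was scored as loss of TGF-beta-induced (500 pg/mL final, 18 hours, 37 degrees C) GFP in HEPG2 cells carrying a CAGA-GFP reporter, in DMEM with 1% FBS. Well GFP was summed per cell; Activity was normalised to unstimulated and stimulated DMSO wells, then concentration-response fitting.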
Nrf2 ARE act: activates Nrf2 signaling; AREc32 ARE-luciferase reporter (MCF7-derived line), luminescence, 24 h; Potency, µM (series often up to 46.1 µM), without a hit: at the highest dose activation, most hits filed as activators; 410,000 compounds, 0.31% hits; note: % of control where 0% means no effect; nearly all actives have a fitted effect of over 65% in size
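AREc32_Fluc, 1000 cells/well, OPTI-MEM + 5% FBS, o/n 37 deg C 5% CO2; 23 nL cpd by pin tool, 24 hr; Steady-Glo 30 min RT, luminescence.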
* hit, by the source's call; i = inactive; ? = inconclusive; . = not tested or not shown; [ ] = dose if it differs, or a comment. Calls come from the whole dose curve; as a rule, active = well fitted curve in the direction sought with a large enough effect; inconclusive = small, poorly fitted or top-dose-only effect, or another doubt; inactive = no such curve, though single readings can be large; an effect the other way counts as inactive or inconclusive. Potency is the fitted concentration of half-maximal effect. The list is partial. The share of hits here may be higher or lower than overall.

smiles	ATXN2 expr inh	Nrf2 block	ATXN viability	EPAC2 antagonist	HepG2 viability	A549 viability	MCF10A rerep	TGFb SMAD3 inh	Nrf2 ARE act
Cc1ccc(NC(=O)Cn2cc(S(=O)(=O)N3CCCC3)c(S(=O)(=O)N3CCCC3)c2)cc1C	-4%	?	i	.	-2%	0%	.	-23%	3.0%
CCOc1cc(CNC(=O)c2ccc3nc(CCc4ccccc4)oc3c2)ccc1OC	.	.	.	.	1%	-3%	.	-12%	0.9%
O=C(CSCc1ccccc1)N/N=C/c1cc2c(cc1Br)OCO2	-8%	?	i	5%	-47%	4%	14%	?	1.9%[9.22 µM]
COc1cc(C(C(=O)NC2CCCC2)N(Cc2ccccc2)C(=O)c2snc(C(N)=O)c2N)ccc1O (centres undefined)	1%	6%	i	3%	-21%	2%	1%	16%	0.1%
COc1ccccc1CNC(=O)COC(=O)c1ccccc1SCC(=O)N1CCCC1	30%	10%	i	-6%	-17%	-2%	1%	-29%	2.3%
Cc1ccc(C)c(NC(=O)CCN2CC(C)OC(C)C2)c1 (centres undefined)	-4%	7%	i	12%	-5%	0%	3%	11%	0.0%
Cc1nn(-c2ccccc2)c(C)c1/C=N/NC(=O)c1cnccn1	.	2%	i	-4%	-19%	0%	0%	-7%	3.8%
CC(=O)c1c(C)[nH]c(C(=O)OCc2ccc(F)cc2Cl)c1C	29%	13µM*	i	4%	2%	-13%	13%	-13%	5.8%
CC(C)(CO)Nc1nc(Nc2ccccc2)nc(Nc2ccccc2)n1	-6%	?	i	-8%	-3%	14%	-2%	9%	0.2%
O=C(CSc1nccn1-c1ccc(F)cc1)Nc1ccc2c(c1)OCO2	11%	-1%	i	-7%	-35%	-3%	3%	-30%	6.4%
COc1cc2c(cc1OC)C(C(=O)Nc1ccc3c(c1)OCCO3)C1c3ccccc3CCN1C2=O (centres undefined)	-16%	-8%	i	5%	-16%	-5%	13%	-5%	5.0%
O=C(Oc1ccc2c(c1)OCO2)c1ccncc1	-13%	10%	i	7%	-5%	2%	?	-12%	1.5%
O=C(Nc1ccc2c(c1)CCCN2C(=O)c1ccco1)c1cc([N+](=O)[O-])ccc1Cl	-38%	?	i	-4%	0%	-14%	?	15%	8.9%
O=C(Nc1ccccc1N1CCOCC1)c1cccnc1Cl	-2%	-4%	i	-2%	-28%	5%	2%	-24%	-0.6%
CN(C)c1ccc([C@@H]2[C@@H]([N+](=O)[O-])[C@H]3C=Cc4ccccc4N3[C@H]2C(=O)c2ccc(Cl)cc2)cc1	1%	-6%	i	-2%	-15%	-15%	0%	0%	2.3%
O=C(c1cccs1)N1CCC(c2nc3c(nnn3Cc3c(Cl)cccc3Cl)c(=O)[nH]2)CC1	-10%	-3%	.	-13%	-3%	-13%	4%	14%	0.3%
NS(=O)(=O)c1ccc(CCNC(=O)c2cc(-c3ccccn3)nc3ccc(Br)cc23)cc1	?	?	?	18%	-50%	-16%	?	-14%	21%
CCC1=C(c2ccc(OC)cc2)CCC(C(=O)O)C1C (centres undefined)	0%	8%	i	-9%	11%	7%	-3%	0%	4.1%
CN1CCN(c2c([N+](=O)[O-])cnc3ccccc23)CC1	2%	-10%	i	7%	2%	-13%	-3%	0%	0.1%
CC(=O)NC(CCS(C)(=O)=O)C(=O)Nc1c(C)cccc1C (centres undefined)	3%	0%	i	-11%	3%	-7%	-6%	7%	-0.8%
CC(C(=O)NC(=O)NC1CCCCC1)N1CCN(c2ccc(O)cc2)CC1 (centres undefined)	-11%	-18%	i	-4%	-21%	-8%	1%	-2%	0.2%
COc1cc(OC)cc(C(=O)NNC(=O)CNC(=O)c2cccs2)c1	3%	13%	i	-5%	1%	3%	-6%	1%	-0.4%
O=C(CN1CC(=O)Oc2ccccc21)OCC(=O)c1cccc(Br)c1	-17%	-3%	i	6%	-14%	-7%	?	?	13µM*
CCOc1ccc(Cc2nn[nH]n2)cc1	0%	0%	?	3%	3%	-2%	-14%	1%	3.7%
Cc1ccc(Nc2nnc(SCC(=O)Nc3cc(C(=O)O)ccc3C)s2)c(C)c1	.	17%	i	-3%	24%	0%	-2%	6%	-0.6%
Cc1cccc(C(=O)N[C@H](C(=O)Nc2nccs2)C(C)C)c1	-6%	-3%	i	15%	0%	-5%	-1%	-19%	0.3%
Cc1ccc(OCc2cc(C(=O)N(C)CC3CCOCC3)no2)cc1C	46%[activator]	-20%	i	-4%	-25%	-1%	-24%	-6%	2.4%
CC(C)(C)c1ccc(S(=O)(=O)NC(=O)C2(C)CCN2C(=O)CC2CC2)cc1 (centres undefined)	-6%	.	i	-1%	0%	.	.	2%	-0.3%
CCOc1cccc2sc(N3CCN(C(=O)c4ccc5ncsc5c4)CC3)nc12	-8%	-7%	i	-4%	-4%	4%	4%	8%	0.0%
Cc1ccc(C(=O)CN2C(=O)NC3(CCc4ccccc43)C2=O)c(C)c1 (centres undefined)	32%	10%	i	-19%	-13%	-4%	2%	18%	0.8%

By substructure: those above containing two or more sulfur atoms.
smiles	ATXN2 expr inh	Nrf2 block	ATXN viability	EPAC2 antagonist	HepG2 viability	A549 viability	MCF10A rerep	TGFb SMAD3 inh	Nrf2 ARE act
Cc1ccc(NC(=O)Cn2cc(S(=O)(=O)N3CCCC3)c(S(=O)(=O)N3CCCC3)c2)cc1C	-4%	?	i	.	-2%	0%	.	-23%	3.0%
Cc1ccc(Nc2nnc(SCC(=O)Nc3cc(C(=O)O)ccc3C)s2)c(C)c1	.	17%	i	-3%	24%	0%	-2%	6%	-0.6%
CCOc1cccc2sc(N3CCN(C(=O)c4ccc5ncsc5c4)CC3)nc12	-8%	-7%	i	-4%	-4%	4%	4%	8%	0.0%

More records:
smiles	ATXN2 expr inh	Nrf2 block	ATXN viability	EPAC2 antagonist	HepG2 viability	A549 viability	MCF10A rerep	TGFb SMAD3 inh	Nrf2 ARE act
CCN(CC)c1ccc(NC(=O)C2CC(=O)N(Cc3ccccc3)C2)cc1 (centres undefined)	1%	-6%	i	-5%	6%	2%	0%	-18%	0.0%
CC1C(=O)C(C)C(c2cc(Br)ccc2O)NC1c1cc(Br)ccc1O (centres undefined)	?	?	?	-30%	-97%	-3%	23µM*	16µM*	-0.3%
Cc1csc2ncnc(N3CCN(S(=O)(=O)c4cccc(C(F)(F)F)c4)CC3)c12	-27%	5.2µM*	i	0%	-18%	-21%	4%	?	-0.9%
C=C1CCN(C(Cc2ccccc2)C(=O)O)S(=O)(=O)c2ccccc21 (centres undefined)	.	-6%	.	.	-5%	-4%	.	-1%	.
Cc1ccccc1OCCN1C(=O)NC2(CCc3ccccc32)C1=O (centres undefined)	-10%	-9%	i	-6%	-10%	13%	-1%	18%	0.0%
COc1ccc(CCNC(=O)Cn2c(=O)cnc3ccccc32)cc1	-15%	-16%	?	-7%[57.1 µM]	-3%	-25%	?	0%	-0.7%
CCOC(=O)c1c(CSc2nc(C)cc(C)c2C#N)n(C)c2cc(Br)c(OC(C)=O)cc12	?	4%	i	1%	14%	-4%	5%	10%	-0.7%
CCOC(=O)c1c(NC(=O)CN2C(=O)NC3(CCC(C)CC3)C2=O)sc(C)c1-c1ccc(C)cc1 (centres undefined)	-4%	5%	i	10%	3%	-6%	4%	1%	0.4%
CN(C)S(=O)(=O)c1ccc(NC(=O)c2ccc([N+](=O)[O-])cc2)cc1	.	-4%	i	2%	1%	0%	-3%	-8%	2.3%
CCC1(c2ccccc2)NC(=O)N(CC(=O)N(C)CC(=O)Nc2cccc(OC)c2)C1=O (centres undefined)	8%	-1%	i	-7%	4%	-1%	-1%	3%	0.5%
Fc1ccc(C2CC(c3ccccc3)Nc3ncnn32)cc1 (centres undefined)	-12%	-14%	i	3%	-6%	2%	-4%	17%	2.9%
O=C(Nc1ccc(-n2cnnn2)cc1)c1cccc(S(=O)(=O)N2CCCC2)c1	-6%	?	i	2%	-5%	0%	4%	0%	-0.3%
C/C(=N\NC(=O)C(O)c1ccccc1)c1ccc(Br)s1 (centres undefined)	.	-3%	i	-8%	-3%	24%	-1%	-14%	?
Cc1cc(C(=O)Nc2c(F)cc(F)cc2Br)n(-c2ccccc2)n1	-15%	13%	i	2%	-10%	1%	1%	0%	-0.2%
CCC(C(=O)OCC(=O)NC(=O)c1ccccc1)c1ccccc1 (centres undefined)	-15%	5%	?	19%	3%	-2%	0%	-1%	-0.4%
Cc1ccc(C(=O)COC(=O)c2ccco2)cc1C	21%	10%	i	-9%	-2%	-2%	1%	-8%	8.5%
CCC(C)Sc1ccc([C@H]2N[C@@](Cc3ccccc3)(C(=O)OC)[C@H]3C(=O)N(C)C(=O)[C@@H]23)cc1 (some centres undefined)	-10%	-25%	?	-14%	-22%	-4%	5%	?	-1.0%
CCCCSCCCNC(=O)c1ccc(CS(=O)(=O)c2ccccc2OC)o1	-17%	11%	i	-2%	-2%	1%	1%	0%	-0.6%
Cc1cc(NC(=O)c2ccc([N+](=O)[O-])cc2)n(C)n1	10%	2%	i	3%	0%	-6%	1%	-4%	0.2%
COC(=O)c1cn(Cc2cccnc2)c(=O)c2ccccc12	-7%	-22%	i	-10%	-3%	-6%	-4%	22%	-0.6%
Cc1cc(C)cc(C(=O)Nc2nc3ccccc3[nH]2)c1	-17%	?	i	-2%	2%	-3%	14%	-8%	4.4%
CC(=O)OCC#CCSc1nc2ccccc2n1C	4%	-8%	i	11%	8%	-11%	-10%	1%	6.1%
Cc1onc(-c2ccccc2Cl)c1C(=O)OCc1nnc(-c2ccccc2)o1	-5%	-11%	i	10%	-19%	6%	4%	-13%	4.2%
O=C(CSC1CC(=O)N(c2ccc(C(=O)O)cc2)C1=O)Nc1ccc(Cl)cc1 (centres undefined)	.	6%	i	2%	-1%	0%	-3%	-7%	-0.6%
